# HIF act: HIF pathway transcriptional activation | U2OS HRE-luciferase reporter, luminescence; normalized: DMSO 0%, desferrioxamine 100% | AID 1910 | activation, % at 7.5 µM (by protocol) | 300,000 compounds, 0.32% hits;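 active = mean activation of at least 10% of the iron chelator positive control signal, with at least half of replicates also reaching 10%; inconclusive = mean and replicate majority disagree about reaching 10%; inactive = mean and most replicates under 10%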
# HSP90 refold inh: inhibitors of HSP90 luciferase refolding in rabbit reticulocyte lysate. luciferase refolding luminescence, 3 h. inhibition, % at 5.6 µM. 290,000 compounds, 0.91% hits. AID 1789;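 active = inhibition above the screen-wide mean plus 3 SD, computed separately per campaign, cut at about 16% in these data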;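 also: 0% = DMSO wells and 100% = 60 µM geldanamycin wells; inhibitors lower the luminescence because luciferase stays unfolded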
# HSF1 inhib: HSF1 inhibition | NIH3T3-HGL HSE-luciferase, MG132-induced, luminescence 8 h; stronger effect = lower value | activity change, negative = inhibition, % at 7.5 µM (by protocol) | 300,000 compounds, 0.77% hits | AID 2098;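 active = more than half of replicate wells show activity change below -50%, luminescence cut by over half; inconclusive = some wells, but at most half, below -50%; inactive = no replicate well below -50%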;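 also: luciferase reports HSF-1 transcriptional activity via heat shock element; 0% = median of DMSO wells and -100% = zero luminescence signal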
# KLF5 inhibitor: kruppel-like factor 5 inhibition | inhibition, % at 5 µM | DLD-1 KLF5 promoter-luciferase reporter, luminescence | 290,000 compounds, 0.23% hits;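 active = inhibition above a per-plate limit of that plate's mean compound inhibition plus 3 SD, cut at about 60% in these data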;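 also: 0% = DMSO wells and 100% = LY294002 at 200 µM; higher means less KLF5 promoter-driven luciferase light; inactives centre near -14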
# HSF-1 act: increases HSF-1 driven luciferase reporter signal. NIH3T3-HGL HSF-1 luciferase reporter, MG132, 8 h; 100% = twice DMSO control signal. activation, % at 9 µM. 300,000 compounds, 1.7% hits;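 active = mean replicate activation of at least 50% with a set share of replicates each reaching 50%; inconclusive = only one of those two conditions met; inactive = mean below 50% and too few replicates reaching it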;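 also: 0% = median of the neutral control wells and 100% = twice that signal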
# HDAC3 inh: blocks human histone deacetylase 3 | inhibition, % at 8.3 µM | recombinant HDAC3, fluorogenic peptide/trypsin coupled, fluorescence | 320,000 compounds, 0.15% hits | O15379 | AID 2718; in the data active = inhibition above about 26%, passing the limit was not always enough; inconclusive = no clear call, values can overlap the other calls
# Target sequence (O15379 whole entry, looked up): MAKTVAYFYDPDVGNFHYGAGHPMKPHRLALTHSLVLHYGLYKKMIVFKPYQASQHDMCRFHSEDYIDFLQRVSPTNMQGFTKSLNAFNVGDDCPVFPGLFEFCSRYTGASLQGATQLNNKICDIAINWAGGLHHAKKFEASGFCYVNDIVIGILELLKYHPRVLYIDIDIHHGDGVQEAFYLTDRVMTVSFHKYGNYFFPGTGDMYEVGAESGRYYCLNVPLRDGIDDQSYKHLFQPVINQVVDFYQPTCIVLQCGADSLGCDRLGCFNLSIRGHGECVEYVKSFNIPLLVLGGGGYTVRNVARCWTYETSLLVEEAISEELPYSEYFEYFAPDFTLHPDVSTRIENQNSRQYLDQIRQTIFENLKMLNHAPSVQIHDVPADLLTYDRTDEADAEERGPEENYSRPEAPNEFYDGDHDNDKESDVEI
# IEC-6 tox: counter-screen for KLF5 inhibitors: cytotoxicity in IEC-6 cells; inhibition, % at 5 µM; AID 1825; IEC-6 cytotoxicity, luminescence viability; 290,000 compounds, 0.78% hits; in the data active = inhibition above about 22%;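 also: 0% = plate median of test compound wells and 100% = cytotoxic reference compound wells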
# AI-2 QS modul: Vibrio harveyi AI-2 quorum sensing modulation; 300,000 compounds, 0.4% hits; Vibrio harveyi JMH597 AI-2 luminescence/OD600 ratio, 9 h; stronger effect = lower value; strain lacks LuxN and CqsS sensors; 0 = neutral-control median; activity change, % at 7.5 µM; in the data active = activity change below about -75%, passing the limit was not always enough; inconclusive = no clear call, values can overlap the other calls;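 also: luminescence divided by OD600 gain over 9 h not by final OD600 alone; inactives centre near 13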
# aSyn 5UTR inh: MLPCN primary screen, SNCA 5' untranslated region | alpha-synuclein 5'UTR reporter, inhibitor activity | inhibition, % (tested at 7.5 µM) | 300,000 compounds, 0.82% hits; in the data active = inhibition above about 60%; inconclusive = no clear call, values can overlap the other calls;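 also: H4 neuroglioblastoma cells stably carrying SNCA 5'UTR luciferase fusion; 0% = DMSO wells and 100% = positive control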
# Platelet DG rel: modulates dense granule release in human platelets; inhibition, %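 (compounds screened at 7.5 µM in platelet-rich plasma)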; human platelet-rich plasma, SFLLRN dense granule ATP release, luminescence; 300,000 compounds, 0.22% hits;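 active = mean replicate score, as percent of positive control, at or above 50; inconclusive = mean below 50 but at least one replicate at or above 50; inactive = mean and every replicate below 50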
# Active calls of the source: *; ? = inconclusive; · = no result given.
SMILES,HIF act,HSP90 refold inh,HSF1 inhib,KLF5 inhibitor,HSF-1 act,HDAC3 inh,IEC-6 tox,AI-2 QS modul,aSyn 5UTR inh,Platelet DG rel
O=C(NC(=S)NCCN1CCOCC1)c1ccc(Cl)cc1,0.5,2,13,-9,14,1,4,33,-24,-4
COc1cccc(/C=N\NC(C)=O)c1OC/C=C/c1ccccc1,-0.9,-4,4,-20,5,4,-8,16,11,7
Cc1cccc(N(CC(=O)NC2CCCC2)C(=O)CNC(=O)c2ccco2)c1C,0.0,4,-3,-11,-8,1,2,14,-13,6
Cn1c(=O)[nH]c(=O)c2c1nc(N1CCN(CCO)CC1)n2Cc1ccccc1Cl,-0.5,-1,-5,-14,-11,0,7,7,21,0
Cc1ccc(C)c(N(CC(=O)N2CCCC2)S(C)(=O)=O)c1,-8.4,0,-1,-15,16,-3,0,46,14,-17
CCOC(=O)C1(CC2CCCCO2)CCN(Cc2cn[nH]c2-c2cccc(F)c2)CC1 (centres undefined),0.0,3,-8,-4,-18,-6,3,15,1,-6
Nc1nc(Cn2nnc(-c3ccccc3F)n2)nc(N2CCOCC2)n1,-0.2,1,6,-33,5,-11,-4,6,33,-2
Cc1cc(C(=O)CSc2n[nH]c(N)n2)c(C)n1-c1ccccc1,2.1,2,16,-120,37,-1,-3,30,-111,-2
C/C(=N/NC(=O)CNC(=O)COc1cccc(C)c1)c1ccc(Cl)cc1,-0.2,1,-1,-36,0,-5,-4,10,-20,3
c1ccc(COc2ccccc2CNC2CCCC2)cc1,-1.6,-1,24,13,58*,7,-1,8,-17,1
COc1ccc(CCNC(=O)CN2CCN(Cc3ccc(F)cc3)C2=O)cc1OC,0.0,-2,-2,-31,5,0,4,25,-12,9
COc1ccc(NC(=O)NC2CCCCCCC2)c(OC)c1,·,-5,·,-26,·,1,-9,39,·,·
Cc1ccc2[nH]c3c(Cl)ncnc3c2c1,0.9,1,-4,-6,-10,-5,5,10,5,-14
c1ccc(-c2ccccc2OCCOCCN2CCCCC2)cc1,0.0,2,-2,-28,10,-1,6,15,0,-11
CC(=O)Nc1ccc(SCC(=O)Nc2ccc(Cl)cn2)cc1,0.0,-1,3,-26,1,-1,-5,33,-15,-2
C/C(CC(=O)NC1CCCCCC1)=N\NC(=O)c1cnccn1,1.0,-1,-2,-12,-5,·,3,12,-21,1
CCOC(=O)C1(Cc2cccc(Cl)c2)CCCN(C(=O)C(C)(C)C)C1 (centres undefined),-7.9,2,0,-31,18,?,-1,4,-39,-6
NS(=O)(=O)c1cccnc1Nc1ccc(Cl)c(Cl)c1,-0.2,1,1,-34,-6,·,-5,-11,-15,3
CS(=O)(=O)N1CCC(C(=O)c2cccc(Cl)c2)CC1,-0.1,-2,-4,-5,-5,-3,-4,24,4,1
NC(=O)C1(N2CCCCC2)CCN(C2CC(=O)NC2=O)CC1 (centres undefined),0.9,-3,-5,3,0,0,0,6,-86,-11
COC(=O)c1c(NC(=O)C(=O)N2CCCCC2)sc2c1CC(C)(C)OC2,1.2,2,4,-12,-2,-1,7,15,8,2
COC(=O)Cc1c(C)c2ccc(OCC(=O)N3CCCC3)c(C)c2oc1=O,0.2,0,7,-41,-1,-39,3,1,2,25
COc1ccc(CCC(=O)NCC2CCCCC2)cc1OC,0.5,-1,2,-40,-2,-6,6,18,1,4
C=CCNC(=S)Nc1ccc(N(C)C)cc1,2.7,-2,22,-51,30,·,0,-3,-70,0
CCCCN(C(=O)CNC(=O)c1cccs1)C(C(=O)NC1CCCC1)c1ccncc1 (centres undefined),-0.3,-4,5,-21,13,-2,-3,6,-9,-1
CCOC(=O)/C(=C\Nc1ccc(OC(F)(F)F)cc1)Sc1ncc(C(F)(F)F)cc1Cl,-0.6,4,-13,-22,-8,-7,4,14,7,-2
COc1cc(C[C@@H](CO)[C@H](CO)Cc2ccc(O)c(OC)c2)ccc1O,0.4,·,-3,·,-6,-8,·,19,21,1
COc1ccc(Br)cc1S(=O)(=O)Nc1ncn[nH]1,-0.3,-3,-9,-39,-7,8,-4,6,7,4
COCC(C)n1c(C)cc(C(=O)Cn2c(=O)oc3ccccc32)c1C (centres undefined),0.0,0,13,-12,3,3,0,15,-21,-3
O=C(Nc1ccccc1C(F)(F)F)c1cc(-c2ccc(O)cc2)on1,·,-3,·,-109,·,13,4,7,·,0
Cc1ccc(S(=O)(=O)NCC2CCC(C(=O)NCc3ccco3)CC2)cc1 (centres undefined),0.0,-2,18,4,20,-5,-3,10,-10,-9
COC(=O)C1NN=C(C(=O)c2ccccc2)C1c1ccccc1 (centres undefined),-2.4,-5,1,0,13,5,-1,17,7,9
O=C(O)C1CCN(S(=O)(=O)c2cccc3cccnc23)CC1,-0.3,5,-2,-5,3,7,-9,-8,6,12
CCOc1ccc(C(=O)NCCn2cc(SCC(=O)Nc3cc(C)on3)c3ccccc32)cc1,0.7,12,-5,2,-5,3,-1,14,-14,1
COc1cc(NC(=O)C/C(C)=N/NC(=O)Cc2ccccc2)c(OC)cc1Cl,0.4,2,8,12,27,2,19,20,-69,6
Cc1ccc(NC(=S)N(CCN2CCCCC2)Cc2ccco2)cc1,-0.4,-1,5,1,2,3,5,9,-33,9
COC(=O)c1ccc(-n2nnnc2SCc2ccccc2OC)cc1,-0.2,0,0,-30,-14,0,-8,·,-10,-1
CCCN1c2cccc3cccc(c23)S1(=O)=O,-0.8,3,0,0,-11,-12,1,7,23,0
COc1ccccc1CNC(=O)c1nccnc1CO,-1.5,3,-3,6,-5,2,4,9,7,0
CN1CCN(C2=C(Cl)C(=O)N(CCc3ccccc3)C2=O)CC1,2.1,-2,33,-38,?,-5,-5,19,-112,10
COc1ccc(N(CC(=O)Nc2ccccc2C(=O)N2CCCC2)S(C)(=O)=O)cc1,0.1,2,2,3,-16,-4,2,1,-14,4
Nc1cc(Cl)nc(N/N=C/c2ccccc2[N+](=O)[O-])n1,2.4,1,17,-54,41,-2,9,24,-188,3
Cc1cc(-c2ccccc2)n[nH]1,0.4,7,-1,-16,-5,-1,3,8,-16,-9
COc1cc(/C=C2/C(=N)N3C(c4ccccc4)=CSC3=NC2=O)ccc1OCC(=O)O,0.0,0,-5,-29,-8,5,1,14,-68,1
COc1ccc(-c2cc(C(=O)Nc3ccc(O)cc3)c3ccccc3n2)cc1OC,0.2,0,6,-68,7,·,1,9,-29,33
Cn1c(/C(C#N)=C(\O)c2ccccc2Cl)nc2ccccc21,0.5,·,3,·,6,-7,·,11,29,-2
COc1ccccc1C1=NOC(CN2C(=O)c3ccccc3S2(=O)=O)C1 (centres undefined),1.9,5,38,-117,48,3,-3,23,-127,-2
COc1ccccc1NC(=O)CSc1nnc(-c2ccncc2)n1CC1CCCO1 (centres undefined),-0.2,-1,2,-19,-10,0,-3,-1,2,6
CCOC(=O)C1C(c2cccs2)NC(=O)NC1(O)C(F)(F)F (centres undefined),·,1,5,-11,41,-3,-2,-2,-36,4
Cc1nn2c(-c3ccco3)nnc2c2ccccc12,0.2,7,3,20,20,-6,8,42,-57,-3
COc1ccc(CNC(=O)CCCn2c(=S)[nH]c3cc4c(cc3c2=O)OCO4)cc1,-0.2,-2,-6,4,-1,6,5,20,13,-8
COC(=O)C1=C(C)N(C)C(C)=C(C(=O)OC)C1c1ccc(Cl)cc1,-0.1,1,7,6,15,-6,-2,21,17,1
COc1ccc(/C=C2\NC(=S)N(CC3CCCO3)C2=O)c(OC)c1 (centres undefined),2.9,-1,11,-53,19,0,-4,21,-46,0
CCOC(=O)c1ccc(/C=C2/C=C(c3ccccc3)N(c3ccc(Cl)c(C(=O)O)c3)C2=O)cc1,0.0,-1,-7,-4,13,8,-6,7,-38,-10
Nc1c(C(=O)Nc2cccc(C(=O)O)c2)sc2nc3c(cc12)CCCC3,1.4,91*,-3,84*,-4,-16,0,23,77*,1
Cc1ccc(/C=N/N2CCN(c3ccccn3)CC2)cc1,4.0,-2,2,-12,10,11,-3,-2,-105,1
CCCCN(C)Cc1c(C)[nH]c2c(Cl)cccc2c1=O,-0.1,-2,1,4,5,-2,0,39,-16,-4
CCOc1ccccc1NC(=O)/C=C/c1ccccc1[N+](=O)[O-],0.6,4,-3,-50,16,1,9,0,-88,5
CCOc1ccc(N=C2NC(=O)C(CC(=O)O)S2)cc1 (centres undefined),0.2,0,-1,-7,-8,-6,-10,19,-19,27
COCCCN1C(=O)C(=O)/C(=C(/O)c2ccc(C)cc2)C1/C=C/c1ccccc1 (centres undefined),-0.4,2,5,-15,-3,-1,-1,31,-19,-2
S=C(NCC1CCCO1)N1CCN(c2nc(-c3ccc(Cl)cc3)cs2)CC1 (centres undefined),-0.5,-1,5,-12,17,0,-1,-3,12,-2

# Grouped by structure: those above containing an NH in an aromatic ring.
SMILES,HIF act,HSP90 refold inh,HSF1 inhib,KLF5 inhibitor,HSF-1 act,HDAC3 inh,IEC-6 tox,AI-2 QS modul,aSyn 5UTR inh,Platelet DG rel
Cn1c(=O)[nH]c(=O)c2c1nc(N1CCN(CCO)CC1)n2Cc1ccccc1Cl,-0.5,-1,-5,-14,-11,0,7,7,21,0
CCOC(=O)C1(CC2CCCCO2)CCN(Cc2cn[nH]c2-c2cccc(F)c2)CC1 (centres undefined),0.0,3,-8,-4,-18,-6,3,15,1,-6
Cc1cc(C(=O)CSc2n[nH]c(N)n2)c(C)n1-c1ccccc1,2.1,2,16,-120,37,-1,-3,30,-111,-2
Cc1ccc2[nH]c3c(Cl)ncnc3c2c1,0.9,1,-4,-6,-10,-5,5,10,5,-14
COc1ccc(Br)cc1S(=O)(=O)Nc1ncn[nH]1,-0.3,-3,-9,-39,-7,8,-4,6,7,4
Cc1cc(-c2ccccc2)n[nH]1,0.4,7,-1,-16,-5,-1,3,8,-16,-9
COc1ccc(CNC(=O)CCCn2c(=S)[nH]c3cc4c(cc3c2=O)OCO4)cc1,-0.2,-2,-6,4,-1,6,5,20,13,-8
CCCCN(C)Cc1c(C)[nH]c2c(Cl)cccc2c1=O,-0.1,-2,1,4,5,-2,0,39,-16,-4

# Sorted by formula weight (ascending): some entries from above.
SMILES,HIF act,HSP90 refold inh,HSF1 inhib,KLF5 inhibitor,HSF-1 act,HDAC3 inh,IEC-6 tox,AI-2 QS modul,aSyn 5UTR inh,Platelet DG rel
CCCN1c2cccc3cccc(c23)S1(=O)=O,-0.8,3,0,0,-11,-12,1,7,23,0
NC(=O)C1(N2CCCCC2)CCN(C2CC(=O)NC2=O)CC1 (centres undefined),0.9,-3,-5,3,0,0,0,6,-86,-11
COc1ccc(CCNC(=O)CN2CCN(Cc3ccc(F)cc3)C2=O)cc1OC,0.0,-2,-2,-31,5,0,4,25,-12,9

# Screening results from PubChem BioAssay.
